L3MBTL1 inh: qHTS Assay for the Inhibitors of L3MBTL1. hit rate 0.66% among 230,000. AlphaScreen L3MBTL1–H3K9me1 peptide binding. Potency, µM (doses to about 57.1 µM), for inactives: at the top dose activity, negative = inhibition, most hits filed as inhibitors. AID 485360, 2010. Lethal(3)malignant brain tumor-like protein 1 (Homo sapiens), Q9Y468; note: nearly all actives have a fitted effect of over 60% in size
Target sequence (Q9Y468 whole entry, looked up): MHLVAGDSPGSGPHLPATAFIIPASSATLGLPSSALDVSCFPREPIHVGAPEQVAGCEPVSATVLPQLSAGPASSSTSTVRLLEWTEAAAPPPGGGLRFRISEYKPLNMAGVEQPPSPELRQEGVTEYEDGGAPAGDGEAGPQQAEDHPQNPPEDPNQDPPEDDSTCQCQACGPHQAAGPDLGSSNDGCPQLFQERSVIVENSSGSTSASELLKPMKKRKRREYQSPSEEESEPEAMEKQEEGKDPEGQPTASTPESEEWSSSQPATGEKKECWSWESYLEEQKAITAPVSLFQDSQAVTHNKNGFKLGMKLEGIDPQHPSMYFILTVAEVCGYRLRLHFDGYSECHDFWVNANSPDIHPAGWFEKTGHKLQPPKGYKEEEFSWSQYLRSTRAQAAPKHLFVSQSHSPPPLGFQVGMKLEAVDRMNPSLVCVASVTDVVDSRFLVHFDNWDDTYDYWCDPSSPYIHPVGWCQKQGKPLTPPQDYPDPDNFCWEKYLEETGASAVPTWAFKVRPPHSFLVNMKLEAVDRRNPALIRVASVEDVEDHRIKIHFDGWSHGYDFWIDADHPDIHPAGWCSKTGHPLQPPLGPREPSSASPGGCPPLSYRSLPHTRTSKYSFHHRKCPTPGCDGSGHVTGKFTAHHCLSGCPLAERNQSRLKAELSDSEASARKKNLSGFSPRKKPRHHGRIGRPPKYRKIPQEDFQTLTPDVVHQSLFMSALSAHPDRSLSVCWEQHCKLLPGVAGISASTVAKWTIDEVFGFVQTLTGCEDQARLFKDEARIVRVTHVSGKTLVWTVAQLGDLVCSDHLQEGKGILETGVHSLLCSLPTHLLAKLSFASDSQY
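L3MBTL1 50 nM + b-AHA-H3(1-15)K9me1 75 nM, 30 min RT; compound added, 30 min RT; streptavidin donor/Ni-chelate acceptor beads 10 ug/mL each final, 30 min RT dark; AlphaScreen read.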
GAA glycogen: qHTS Assay for Inhibitors and Activators of Human alpha-Glucosidase Cleavage of Glycogen; Lysosomal alpha-glucosidase (Homo sapiens), P10253; recombinant GAA, glycogen substrate, Amplex Red glucose oxidase fluorescence; Potency, µM (doses to about 76.4 µM), inactives show at the top dose activity change, negative = inhibition, most hits filed as inhibitors; hit rate 0.38% among 300,000; AID 2100, 2009;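 note: 0% = full enzyme reaction and -100% = no-enzyme basal signal; the screen sought inhibitors and activators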
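Recombinant human enzyme (4 nM); glycogen substrate; 37 C, 40 min, pH 5.0. Readout: coupled glucose oxidase/Amplex Red fluorescence.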
The depositor's hits bear a star; ? = inconclusive; [ ] = remark or other dose. Calls come from the whole dose curve; as a rule, active = well fitted curve in the direction sought with a large enough effect; inconclusive = small, poorly fitted or top-dose-only effect, or another doubt; inactive = no such curve, though single readings can be large; an effect the other way counts as inactive or inconclusive. Unless noted, % is set by controls: 0 for no effect and ±100 for the full control effect; potency is the fitted concentration of half-maximal effect.

The line under a structure holds: L3MBTL1 inh, GAA glycogen
C=CCNC(=O)CN(Cc1ccccc1)S(=O)(=O)c1ccc(C)cc1
    -3%, 4%[76.3 µM]
CC(=O)c1ccc(Nc2cc(C)nc3ncnn23)cc1
    -3%, -11%[3.05 µM]
CCNS(=O)(=O)c1ccc(CCC(=O)N2CCN(c3cccc(Cl)c3)CC2)cc1
    0%, -11%[76.3 µM]
CC1(C(=O)N2CCN(Cc3ccccc3Cl)CC2)CC1(Cl)Cl (stereo unspecified)
    -4%, -2%[76.3 µM]
O=C(Cc1ccc(NC2=NC3CS(=O)(=O)CC3S2)cc1)NCCc1ccccc1 (stereo unspecified)
    -2%, 1%[76.3 µM]
CC(NC(=S)NC1CCCCC1)c1ccccc1 (stereo unspecified)
    0%, -7%[76.3 µM]
CCOc1ccccc1N(CC(=O)N1CCc2ccccc2C1)S(C)(=O)=O
    -3%[2.29 µM], -1%[76.3 µM]
COc1ccc(N2CCN(CC(=O)Nc3ccc(C)c(C)c3)CC2)cc1
    -13%, -1%[76.3 µM]
COc1ccc(/C(O)=C2/C(=O)C(=O)N(CCN3CCNCC3)C2c2cccc([N+](=O)[O-])c2)cc1 (stereo unspecified)
    -3%, 3%[76.3 µM]
CC(=O)c1ccc(NC(=O)c2ccc3nc(C)sc3c2)cc1
    -14%, -5%[76.3 µM]
COc1ccc(-n2c(C)ccc2-c2ccccc2)cn1
    1%, -9%[3.05 µM]
O=C(O)C1C2CCC(C2)C1C(=O)NCCc1ccccc1 (stereo unspecified)
    11%, 5%[76.3 µM]
O=C(NNC(=S)NC(=O)c1ccccc1)c1ccc([N+](=O)[O-])cc1
    -7%[2.29 µM], ?
Cc1c(NC(=O)CSCc2ccccc2)cccc1C(=O)O
    5%, -10%[76.3 µM]
COc1ccc(S(=O)(=O)Nc2ncccc2C)c2ccccc12
    0%[2.29 µM], -2%[76.3 µM]
Cc1cc(C)c(S(=O)(=O)N2CCN(c3ccccc3)CC2)c(C)c1
    2%, 21%[76.3 µM]
Cc1ccc(NC(=O)C2CC(=O)N(C(C)C)C2)cc1C (stereo unspecified)
    0%[2.29 µM], 20%[76.3 µM]
Cc1ccc(/C=N\NC(=O)CC(=O)NCCc2ccccc2)cc1
    0%, -10%[76.3 µM]
CSCC(=O)N1CCCC(CO)(CCCc2ccccc2)C1 (stereo unspecified)
    9%, -3%[76.3 µM]
COCC(C)NC(=O)c1cc2c(ccc3ccccc32)oc1=O (stereo unspecified)
    2%, 2%[76.3 µM]

Brought forward from above: 3 entries, followed by the next part.
The line under a structure holds: L3MBTL1 inh, GAA glycogen
Cc1ccc(/C=N\NC(=O)CC(=O)NCCc2ccccc2)cc1
    0%, -10%[76.3 µM]
CSCC(=O)N1CCCC(CO)(CCCc2ccccc2)C1 (stereo unspecified)
    9%, -3%[76.3 µM]
COCC(C)NC(=O)c1cc2c(ccc3ccccc32)oc1=O (stereo unspecified)
    2%, 2%[76.3 µM]
CCOc1ccc(S(=O)(=O)Nc2c(C)n(C)n(-c3ccccc3)c2=O)cc1
    3%, -3%[76.3 µM]
CCc1cc(=O)oc2cc(OCC(=O)N3CCC(C(N)=O)CC3)ccc12
    8%, -2%[76.3 µM]
COc1ccccc1CNC(=O)[C@@H](NC(=O)C1CCN(C(=O)[C@@H]2CCCN2C(=O)OC(C)(C)C)CC1)C(C)C
    6%, 19%[76.3 µM]
COc1ccc(-c2noc3c2-c2nc(-c4ccc(Cl)cc4)sc2CC3)cc1
    -8%, -20%[76.3 µM]
CCN(CC)S(=O)(=O)c1cccc(C(=O)Nc2cc(C)on2)c1
    -3%, 13%[76.3 µM]
COc1cc(CNC(=O)c2cnc(C)cn2)cc(OC)c1
    0%, -7%[76.3 µM]
CC(NC(=O)CCCc1ccccc1)c1ccncc1 (stereo unspecified)
    3%, -3%[76.3 µM]
CC(=O)c1ccc(S(=O)(=O)N2CCC(NC(=O)c3ccccc3)CC2)cc1
    -7%, 3%[76.3 µM]
CCOC(=O)C1CCN(CCCSc2ccc(Cl)cc2)CC1
    0%, 1%[76.3 µM]
CCCCCCCN1C(Nc2ccccc2)=NC[C@@H]1Cc1ccccc1
    11%, -13%[76.3 µM]
Cn1c(=O)[nH]c(=O)c2c1nc(SCC(O)CCl)n2Cc1ccccc1 (stereo unspecified)
    5%, -2%[76.3 µM]
O=[N+]([O-])c1ccccc1CN1CCN(c2ncccn2)CC1
    3%, 2%[76.3 µM]
O=c1c2ccccc2oc2cc(NCCCn3ccnc3)ccc12
    -6%, 16%[76.3 µM]
O=S(=O)(c1ccccc1)N1CCN(c2ccccc2)CC1
    -4%, -12%[76.3 µM]
COc1ccc(C(=O)NCCN2CCCC2)cc1[N+](=O)[O-]
    1%, -4%[76.3 µM]
Cc1ccc(NC(=O)CN2C(=O)S/C(=C\c3ccc(C(=O)O)cc3)C2=O)cc1
    2%, -2%[76.3 µM]
CC1(C)CC(NC(=O)C(c2ccccc2)c2ccccc2)CC(C)(C)N1
    5%, 2%[76.3 µM]
CCC(=O)NC(Cc1ccccc1)c1nc2ccccc2[nH]1 (stereo unspecified)
    -1%, -1%[76.3 µM]
Cc1cc2cc(CCNC(=O)CCc3ccccc3)c(=O)[nH]c2cc1C
    1%, 10%[76.3 µM]
COc1nnc(-c2ccc(C)cc2)c2ccccc12
    2%, 6%[76.3 µM]

(listing goes on)
The line under a structure holds: L3MBTL1 inh, GAA glycogen
CCN1C(=O)[C@H]2[C@@H](c3ccc(C)cc3)N3C(=O)N(c4ccc(C(F)(F)F)cc4)C(=O)[C@@]3(Cc3ccccc3)[C@H]2C1=O
    -3%, 7%[76.3 µM]
CC1(C)CC(NC(=O)c2ccc(Cl)cc2Cl)CC(C)(C)N1
    4%, 7%[76.3 µM]
O=C(Nc1cccc(O)c1)C1CC(c2c(F)cccc2Cl)=NO1 (stereo unspecified)
    -2%[2.29 µM], 18%[76.3 µM]
COc1ccc(CCNC(=O)C2CCCN2C(=O)Nc2ccc(Cl)cc2)cc1OC (stereo unspecified)
    0%, -2%[76.3 µM]
COc1ccc(Cl)cc1NC(=O)C/C(C)=N/NC(=O)c1ccccc1[N+](=O)[O-]
    -1%, -17%[76.3 µM]
CCOc1cc(C2NC(=O)c3ccccc3O2)ccc1OC (stereo unspecified)
    5%, -3%[76.3 µM]
Cc1cc(=O)cc(C)n1-c1ccccc1Br
    5%, 15%[76.3 µM]
Cc1nc2c(nnn2Cc2c(Cl)cccc2Cl)c(=O)[nH]1
    -3%, 14%[76.3 µM]
FC(F)(F)c1nc(NCc2ccccc2)c2nnn(Cc3ccccc3)c2n1
    2%, 0%[76.3 µM]
Cc1cccc(C(=O)Nc2nc3ccc(S(C)(=O)=O)cc3s2)c1
    10%, -1%[76.3 µM]
CN1C(=O)C(C)(C)c2cc(S(=O)(=O)N3CCC(C(=O)Nc4ccc(Cl)cc4)CC3)ccc21
    2%, 0%[76.3 µM]
Cc1ccc(C(=O)CNc2cc(C)ccc2C)cc1
    -5%[2.29 µM], -6%[76.3 µM]
COCCN(C/C=C/c1ccccc1)C/C=C/c1ccccc1
    -5%, 1%[76.3 µM]
Cc1ccccc1NC(=S)NCc1ccc(F)cc1
    0%, 0%[76.3 µM]
O=C(Nc1ccc(Cl)cc1)Nc1ccccn1
    0%, -6%[76.3 µM]
NC(=O)CSc1nc2ccccc2c(=O)n1-c1ccccc1
    5%[2.29 µM], 1%[76.3 µM]
Cc1oc2cc3oc(=O)c(CCC(=O)NC4CC4)c(C)c3cc2c1C
    -4%, 15%[76.3 µM]
CN1CCN(C2CCN(c3cccc(Cl)c3)CC2)CC1CCO (stereo unspecified)
    -1%, -3%[76.3 µM]
Cc1cc(=O)oc2cc(OCC(=O)N3CC[C@@]4(O)CCCC[C@H]4C3)ccc12
    -3%, 4%[76.3 µM]
COc1cc(CNCc2ccc(C)cc2)cc(OC)c1OC
    -7%, 3%[76.3 µM]

Continued; it opens with the 4 that closed the last part.
The line under a structure holds: L3MBTL1 inh, GAA glycogen
Cc1oc2cc3oc(=O)c(CCC(=O)NC4CC4)c(C)c3cc2c1C
    -4%, 15%[76.3 µM]
CN1CCN(C2CCN(c3cccc(Cl)c3)CC2)CC1CCO (stereo unspecified)
    -1%, -3%[76.3 µM]
Cc1cc(=O)oc2cc(OCC(=O)N3CC[C@@]4(O)CCCC[C@H]4C3)ccc12
    -3%, 4%[76.3 µM]
COc1cc(CNCc2ccc(C)cc2)cc(OC)c1OC
    -7%, 3%[76.3 µM]
Cc1ccc(SC[C@H](C)CN2CC[C@H](C(C)(C)C)CCC2=O)cc1
    28%, -18%[76.3 µM]
Cc1ccc(OCC(O)CN2CCOCC2)c(C)c1 (stereo unspecified)
    9%, 2%[76.3 µM]
CCCn1c(=O)c(C(=O)Nc2cccc(C)n2)c(O)c2ccccc21
    -2%, 18%[76.3 µM]
Cc1cc(C)nc(NC(=O)c2cccs2)c1
    -4%[2.29 µM], 12%[76.3 µM]
COC(=O)C(NS(=O)(=O)c1cccc(S(=O)(=O)NC(C(=O)OC)c2ccccc2)c1)c1ccccc1 (stereo unspecified)
    -8%, 7%[76.3 µM]
CCOC(=O)N1CCN(CC(=O)Nc2nc3ccc(OC)cc3s2)CC1
    38%[activator], -12%[76.3 µM]
CCOC(=O)Nc1ccc2c(c1)N(C(=O)CCCl)c1ccccc1[S@]2=O
    -4%, -19%[76.3 µM]
CC1CCN(C(=O)Cn2nnc(-c3ccc(C(C)C)cc3)n2)CC1
    2%, -2%[76.3 µM]
Cc1ccc(N(CC(=O)N2CCCCCC2)S(C)(=O)=O)cc1Cl
    5%[2.29 µM], 17%[76.3 µM]
COC(=O)c1sc(NC(=O)c2ccncc2)nc1C
    3%, -8%[76.3 µM]
O=C(Oc1ccc2ccccc2c1)C1CCC1
    35%[activator], -6%[76.3 µM]
COc1cccc(C(=O)Nc2cc(NC(=O)c3cccs3)ccc2C)c1
    -2%, -8%[76.3 µM]
CC(c1ccccc1)n1c(CO)nc2ccccc21 (stereo unspecified)
    -7%, 14%[76.3 µM]
OC1(Cc2cc(-c3ccccc3)no2)CCN(CCCc2ccccc2)CC1
    -4%, 5%[76.3 µM]
Cc1cccc(Nc2nc(OCC#N)nc(N(C)C)n2)c1
    3%, 3%[76.3 µM]
COc1ccc(CN(C(=O)COc2ccc(C)c(C)c2)C2CCS(=O)(=O)C2)cc1OC (stereo unspecified)
    0%, 2%[76.3 µM]
O=S1(=O)CCO[C@H]2Cc3ccccc3[C@H]2N1Cc1cccc(F)c1
    2%, -1%[76.3 µM]
COc1ccccc1N1CCN(CCCCN2C(=O)C3CCCCN3C2=O)CC1 (stereo unspecified)
    -1%[2.29 µM], 14%[76.3 µM]
O=C1NC(=O)/C(=C/c2cccc3ccccc23)S1
    -6%, 2%[76.3 µM]
COc1c(Br)cc(/C=N/n2c(-c3ccccc3)n[nH]c2=S)c(O)c1Br
    10%, -22%[76.3 µM]

(list continues)
The line under a structure holds: L3MBTL1 inh, GAA glycogen
Cc1nc2cc(C(F)(F)F)ccc2n1CCNc1nc(-c2ccc([N+](=O)[O-])c(Cl)c2)cs1
    -7%, 4%[76.3 µM]
Cc1cc(C)nc(NC(=O)c2ccc([N+](=O)[O-])c(C)c2)n1
    3%, -1%[76.3 µM]
Cn1c(SCc2cccc(Br)c2)nc2ccccc2c1=O
    28%, -6%[76.3 µM]
OCC[C@@H]1C[C@H](O)[C@@H](O)[C@@]2(CCc3ccccc3CO2)O1
    -1%, 5%[76.3 µM]
COC(=O)N1C(=O)[C@](Cc2ccccc2)(c2ccccc2)N1C(=O)OC
    -1%, -12%[76.3 µM]
COc1cc(OC)cc(C(=O)N2CCN(Cc3ccc4c(c3)OCO4)CC2)c1
    -8%, -1%[76.3 µM]
COCCN(C(=O)CCc1nnc(Cc2c[nH]c3ccccc23)o1)C(C)C
    -4%, -14%[76.3 µM]
COC(=O)c1ccccc1C(=O)c1cccc2ccccc12
    -2%, -15%[76.3 µM]
Cc1c(C(=O)N(Cc2ccccc2)C2CCS(=O)(=O)C2)oc2ccccc12 (stereo unspecified)
    2%, 1%[76.3 µM]
COC(=O)C1=C(C)N(Cc2ccccc2)C(=NCc2ccccc2)N[C@H]1c1cccc(F)c1
    -6%, 18%[76.3 µM]
Cc1ccc(CNC(=O)C2CCCN2S(=O)(=O)c2ccc(Cl)cc2)cc1 (stereo unspecified)
    5%, 17%[76.3 µM]

Given as a markdown table: four of the compounds above.
| SMILES | L3MBTL1 inh | GAA glycogen |
| --- | --- | --- |
| Cc1ccccc1NC(=S)NCc1ccc(F)cc1 | 0% | 0%[76.3 µM] |
| O=C(Nc1ccc(Cl)cc1)Nc1ccccn1 | 0% | -6%[76.3 µM] |
| NC(=O)CSc1nc2ccccc2c(=O)n1-c1ccccc1 | 5%[2.29 µM] | 1%[76.3 µM] |
| Cc1oc2cc3oc(=O)c(CCC(=O)NC4CC4)c(C)c3cc2c1C | -4% | 15%[76.3 µM] |

A portion of the library (hit frequency here may not be typical).
